# High-throughput results as filed in PubChem BioAssay.
# NPY1 pot ag: NPY-Y1 receptor potentiators or agonists, primary screen, cell-based | Neuropeptide Y receptor type 1 (Homo sapiens), P25929 | NPY-Y1 expressing cells, potentiator/agonist activation | activation, % at 3.6 µM | 220,000 tested, 0.37% active | AID 1304, 2008; in the data active = activation above about 33%, passing the limit was not always enough;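 note: cells stimulated with NPY at EC10 then isoproterenol at EC100; 0% = low agonist plus stimulus and 100% = saturating agonist plus stimulus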
# NCF1 inh: p47phox/p22phox peptide binding inhibitors, primary screen, biochemical, uHTS, NADPH oxidase regulatory subunit. 220,000 tested, 0.53% active. inhibition, % at 24.7 µM. AID 1274, 2008. fluorescence polarization, 2 h. Neutrophil cytosol factor 1 (Homo sapiens), P14598;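 active = inhibition above about 30%, limit read from the data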;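 note: 0% = p47phox with labelled peptide and 100% = labelled peptide alone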
# BaF3 parental: parental Ba/F3 cell viability inhibition, counter-screen for JAK2V617F inhibitor project, murine pro-B, CellTiter-Glo luminescence. 220,000 tested, 1.1% active. AID 1486, 2009. inhibition, % at 5.6 µM. CellTiter-Glo ATP luminescence;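 active = inhibition above a per-campaign cutoff, the mean inhibition of all tested compounds plus 3 SD, cut at about 27% in these data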;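 note: 0% = DMSO wells and 100% = JAK Inhibitor I control wells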
# Ba/F3 V617F tox: reduced viability of JAK2V617F-dependent Ba/F3 cells, primary screen, JAK2V617F inhibitor project, cell-based, Ba/F3 EpoR-JAK2V617F, luminescence; ATP luminescence; inhibition, % at 5.6 µM; 220,000 tested, 1.1% active;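 active = inhibition above the campaign mean plus 3 SD over all tested compounds, cut at about 24% in these data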;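 note: cytokine-independent growth of Ba/F3 cells driven by EpoR plus mutant JAK2; 0% = DMSO-treated cells and 100% = JAK inhibitor I control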
# S1P4 antag: S1P4 receptor antagonists, primary screen, cell-based. Sphingosine 1-phosphate receptor 4 (Homo sapiens), O95977. S1P4-expressing cells, antagonist mode, reporter read-out. inhibition, % at 4.98 µM. 220,000 tested, 0.26% active. AID 1510, 2009; in the data active = inhibition above about 29%;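 note: 0% = wells stimulated with agonist and 100% = vehicle wells without agonist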
# Target sequence (O95977 whole entry, looked up): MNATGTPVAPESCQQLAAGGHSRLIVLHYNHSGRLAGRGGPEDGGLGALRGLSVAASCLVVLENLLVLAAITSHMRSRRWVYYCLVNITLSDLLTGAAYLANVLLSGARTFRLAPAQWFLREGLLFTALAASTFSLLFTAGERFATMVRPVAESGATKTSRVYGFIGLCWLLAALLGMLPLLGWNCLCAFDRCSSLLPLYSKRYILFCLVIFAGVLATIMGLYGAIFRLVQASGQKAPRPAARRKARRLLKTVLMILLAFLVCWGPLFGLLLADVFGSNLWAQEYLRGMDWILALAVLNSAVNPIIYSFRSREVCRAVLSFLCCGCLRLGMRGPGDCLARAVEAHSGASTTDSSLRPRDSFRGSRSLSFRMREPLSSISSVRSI
# CHOP inh: inhibitors of CHOP promoter induction, primary screen, cell-based, unfolded protein response, luciferase reporter | CHO-K1 CHOP-promoter luciferase, tunicamycin-induced, 15-18 h | 220,000 tested, 3.8% active | inhibition, % at 10 µM;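 active = compounds that reduced the stress-induced luciferase reporter signal by more than about 70% of percent inhibition, limit read from the data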;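 note: 0% = tunicamycin plus vehicle and 100% = wells without tunicamycin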
# NPY2 pot ag: NPY-Y2 potentiators or agonists, primary screen, cell-based; cells expressing NPY-Y2, potentiator/agonist read-out; activation, % at 3.6 µM; 220,000 tested, 0.45% active; in the data active = activation above about 27%;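 note: cells stimulated with NPY near EC25 plus isoproterenol at EC100; 0% = vehicle plus submaximal agonist and 100% = vehicle plus saturating agonist; some results beyond the cut were filed as inactive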
# Target sequence (P49146 whole entry, looked up): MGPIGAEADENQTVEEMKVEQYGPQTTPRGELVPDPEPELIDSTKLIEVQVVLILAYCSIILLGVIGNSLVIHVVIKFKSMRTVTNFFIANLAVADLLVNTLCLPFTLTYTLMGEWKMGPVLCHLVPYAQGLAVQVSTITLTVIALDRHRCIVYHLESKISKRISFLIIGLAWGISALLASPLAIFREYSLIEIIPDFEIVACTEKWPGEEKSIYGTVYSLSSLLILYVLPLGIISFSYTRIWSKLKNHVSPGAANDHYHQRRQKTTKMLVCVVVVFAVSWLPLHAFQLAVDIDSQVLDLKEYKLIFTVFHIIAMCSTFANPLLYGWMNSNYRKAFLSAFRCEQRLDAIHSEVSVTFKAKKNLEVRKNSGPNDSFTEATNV
# NPY Y1 blocker: NPY-Y1 receptor antagonists, primary screen, cell-based | Neuropeptide Y receptor type 1 (Homo sapiens), P25929 | AID 1040, 2008 | HEK293-CNG Y1 cells, membrane potential fluorescence; NPY at EC95, then isoproterenol | inhibition, % at 3.6 µM | 200,000 tested, 1% active;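 active = inhibition above the campaign mean inhibition of all tested compounds plus 3 SD, cut at about 20% in these data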;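 note: 0% = DMSO wells given NPY plus isoproterenol and 100% = isoproterenol alone without NPY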
#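 Test system – HEK293 Y1/CNG channel cell line · Also added – NPY agonist 25 nM, then isoproterenol 1 µM plus Ro 20-1724 25 µM · Compound dosing – one concentration, 3.6 µM, in 0.4% DMSO · Schedule – compound incubation 1 h at room temperature, readout 45 min post-stimulation · Technique – fluorescence, membrane potential probe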
# S1P4 ag: S1P4 receptor agonists, primary screen, cell-based; S1P4-expressing cell line, agonist reporter assay; 220,000 tested, 0.35% active; activation, % at 4.98 µM; in the data active = activation above about 11%;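 note: 0% = DMSO vehicle and 100% = reference agonist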
# An asterisk follows results filed as active; nt = no result given. Not a hit list; 7.1% or so of the library scored in one or more.
SMILES,NPY1 pot ag,NCF1 inh,BaF3 parental,Ba/F3 V617F tox,S1P4 antag,CHOP inh,NPY2 pot ag,NPY Y1 blocker,S1P4 ag
O=C(CN(Cc1ccccc1Cl)C(=O)c1ccc(CN2CCOCC2)o1)NCC1CCCO1 (centres undefined),5,-14,6,-2,-3,6,6,-2,-0.3
O=C(CCCC(=O)NNC(=O)Nc1ccccc1)NNC(=O)Nc1ccccc1,9,-11,10,4,9,13,8,3,0.9
CCOC(=O)C[N+]1(C)CCN(C(C)=O)CC1,10,-2,6,-1,0,-5,9,1,2.0
O=c1cc(N2CCN(c3ccccc3)CC2)[nH]c(=O)n1C1CCCCC1,-15,-2,3,4,-15,78*,-3,-2,-1.0
COC(=O)c1ccc(Nc2nc(C)cc(C)n2)cc1,26,-11,0,-4,-8,-28,-1,0,-0.2
CC(C)(C)S(=O)(=O)Cc1nc(-c2ccc(Cl)c(Cl)c2)cs1,4,-11,5,-3,-9,21,15,nt,0.6
Brc1ccc(C2=CC(c3ccco3)n3nnnc3N2)cc1 (centres undefined),-10,-6,-1,0,-4,-1,-32,nt,0.6
CCC(=O)Nc1c(C)cc(C)cc1Cl,-17,-4,4,-1,-17,9,9,3,3.1
Cc1ccc(NC(=O)CCC(=O)NNC(=O)NC23CC4CC(CC(C4)C2)C3)cc1C,8,-7,4,2,-21,16,4,-8,0.5
CCn1cc(C(=O)NC(C)C23CC4CC(CC(C4)C2)C3)cn1 (centres undefined),12,-13,6,-2,-17,-21,1,4,-1.6
CC(C)(C)c1ccc(S(=O)(=O)n2c(CN3CCOCC3)nc3ccccc32)cc1,5,3,-1,-5,-14,45,8,-4,-0.3
COc1ccc(C2/C(=C(/O)c3ccccc3)C(=O)C(=O)N2CO)cc1 (centres undefined),3,-3,4,-3,-18,7,-25,-3,-0.5

# Single values from the list.
# S1P4 ag with `CCC(=O)Nc1c(C)cc(C)cc1Cl` stands at 3.1
# S1P4 ag with `COC(=O)c1ccc(Nc2nc(C)cc(C)n2)cc1` stands at -0.2
# NPY Y1 blocker with `Cc1ccc(NC(=O)CCC(=O)NNC(=O)NC23CC4CC(CC(C4)C2)C3)cc1C` stands at -8
# BaF3 parental with `CC(C)(C)S(=O)(=O)Cc1nc(-c2ccc(Cl)c(Cl)c2)cs1` stands at 5
# NCF1 inh with `Brc1ccc(C2=CC(c3ccco3)n3nnnc3N2)cc1` (centres undefined) stands at -6
# S1P4 antag with `COc1ccc(C2/C(=C(/O)c3ccccc3)C(=O)C(=O)N2CO)cc1` (centres undefined) stands at -18

# (further entries)
SMILES,NPY1 pot ag,NCF1 inh,BaF3 parental,Ba/F3 V617F tox,S1P4 antag,CHOP inh,NPY2 pot ag,NPY Y1 blocker,S1P4 ag
CC1(C)CC(=O)N(CC(=O)NCc2ccccc2)c2ccccc2S1(=O)=O,-28,0,0,-4,-14,16,-7,-2,2.0
C/C(=N\Nc1nc(N2CCCCC2)nc(N2CCOCC2)n1)c1ccccc1O,-3,0,10,-2,8,70,-19,3,-0.3
CCN(CC)S(=O)(=O)c1ccc(NC(=O)c2cc(=O)[nH]c3ccccc23)cc1,0,-4,2,0,-12,5,-1,-5,0.2
Cn1cccc1C(=O)OCC(=O)c1cc2ccccc2o1,4,nt,3,-5,-8,nt,1,7,0.1
CCCCC(CC)C(=O)Nc1cccc(SC)c1 (centres undefined),-12,-8,1,-3,-14,-27,-14,3,0.2
C/C(=N\Nc1ccc(S(N)(=O)=O)cc1[N+](=O)[O-])c1ccco1,2,-5,-1,2,-6,9,1,nt,-0.4
COc1ccc(NC(=S)Nc2ccc(S(=O)(=O)N3CCOCC3)cc2)c(OC)c1,-21,-8,2,2,-14,-3,1,-5,-1.1
COCCN1C(=O)CC(NNC(=O)c2ccc(S(=O)(=O)N3CCCC3)cc2)C1=O (centres undefined),-1,-5,2,2,-3,18,11,0,1.4
Cc1cc(C)c2cc(CN(CCN(C)C)C(=O)Nc3ccccc3Cl)c(=O)[nH]c2c1,-3,-11,10,1,-11,15,-28,6,0.5
NCCCC[C@H](NC(=O)C1CCNCC1)c1nnc([C@@H](N)Cc2ccc(O)cc2)o1,9,-3,0,-4,15,7,-2,-2,-0.9
O=C(NCc1ccco1)c1cccn2c(=O)c3sccc3nc12,-11,nt,5,-2,-28,nt,-13,-4,2.5
COCCN(C(=O)CCC(=O)Nc1cc(C)on1)C(C(=O)NC1CCCC1)c1ccccc1C (centres undefined),6,-1,3,-4,-9,7,-1,1,3.0
COc1ccccc1NC(=O)c1ccc(NC(=O)COC(=O)C(C)C)cc1,-28,-8,0,-6,4,-41,8,-1,0.5
O=C(Nn1c(SCc2ccccc2F)nc2ccsc2c1=O)c1ccccc1,-12,-5,9,5,-3,-15,-5,8,-1.3
Cn1c(=Nc2ccccc2)sc2ccccc21,-14,-19,3,0,-11,21,-13,3,-1.8
O=C(CCCc1ccccc1)NC1CCSC1=O (centres undefined),1,-5,2,-2,5,6,12,-3,-0.4
CN(Cc1ccccc1)C(=O)c1ccccc1-c1ccccc1,4,-12,-1,1,3,3,-2,14,0.3
CCOc1ccc2nc(SCC(=O)c3ccccc3)sc2c1,-16,-14,5,1,-9,94*,-6,4,0.3
COc1ccc(CN=Cc2c(C(=O)O)[nH]c3ccccc23)cc1,0,-9,0,-5,2,11,6,2,-0.9
CCOC(=O)N1CCN(C(=O)Cn2c(C)cc3ccccc3c2=O)CC1,0,-4,5,2,6,-22,6,1,-0.3
O=C(O)CCc1nc2cc(Cl)ccc2n(Cc2ccccc2)c1=O,-3,-13,2,-4,6,-6,-4,6,-1.0
N#Cc1c(-c2ccc(F)cc2)c2c([nH]c1=O)-c1ccccc1OC2,5,-3,6,-6,5,29,-8,nt,-0.2
Cc1ccc(C(=O)NCCCN2CCOCC2)cc1,3,nt,2,-2,-4,nt,1,-2,-0.5
Cc1ccc(CNc2oc(-c3ccco3)nc2C#N)cc1,-32,-6,2,-4,-6,-1,-11,1,-1.0
O=C(NNc1ccc(F)cc1)c1c(F)cccc1Cl,-3,-16,-2,0,-3,-11,1,nt,0.2
COCCCN1C(=O)C(=O)/C(=C(/O)c2ccc(OC(C)C)cc2)C1c1ccncc1 (centres undefined),31,-6,5,-3,4,44,4,0,-0.3
Cc1ccc(OCC(=O)Nc2cccc(S(=O)(=O)N3CCOCC3)c2)c([N+](=O)[O-])n1,-6,3,9,4,-6,-20,-8,3,0.9
Cc1cccc(N2CN=C3SCC(=O)N3C2)c1,0,-5,-2,0,-10,10,-3,nt,0.9
Cc1nc2ccc(S(=O)(=O)NC(C(=O)N3CCCCCC3)C(C)C)cc2s1 (centres undefined),2,-5,-1,0,-15,8,3,7,-0.1
COc1ccc(CCNC(=O)c2nnn(CC(=O)Nc3ccccc3C)c2N)cc1OC,-4,-7,3,5,-3,18,10,5,1.2
COc1ccccc1N1C(=O)C2C(c3ccc(F)cc3)NN(C(=O)c3ccc(C)cc3)C2C1=O (centres undefined),-2,-7,-2,-2,-21,20,1,3,1.2
Nc1nc2ccccc2nc1N1CCCC1,4,-10,7,2,-9,7,-12,3,-0.7
CC1Cc2cccc3c(O)c(C(=O)c4nn[nH]n4)c(=O)n1c23 (centres undefined),-15,-10,7,2,-13,-2,-6,-4,0.9
CC(C)(C)C(=O)O/N=C1/C(=O)N(c2ccccc2)c2ccccc21,8,-14,-3,-4,12,65,3,0,-3.1
O=S(=O)(NCc1cccs1)NCc1ccccc1F,-1,-7,4,1,-10,23,6,-1,2.0
O=C(COc1ccccc1[N+](=O)[O-])N/N=C/c1ccncc1,12,3,1,-2,-9,-21,14,-3,0.6

# An excerpt from above, reduced to NPY Y1 blocker, NPY2 pot ag and NPY1 pot ag:
Compound | NPY Y1 blocker | NPY2 pot ag | NPY1 pot ag
O=S(=O)(NCc1cccs1)NCc1ccccc1F | -1 | 6 | -1
O=C(NNc1ccc(F)cc1)c1c(F)cccc1Cl | nt | 1 | -3
CC1Cc2cccc3c(O)c(C(=O)c4nn[nH]n4)c(=O)n1c23 (centres undefined) | -4 | -6 | -15
Nc1nc2ccccc2nc1N1CCCC1 | 3 | -12 | 4
COc1ccccc1N1C(=O)C2C(c3ccc(F)cc3)NN(C(=O)c3ccc(C)cc3)C2C1=O (centres undefined) | 3 | 1 | -2

# The listing continues.
SMILES,NPY1 pot ag,NCF1 inh,BaF3 parental,Ba/F3 V617F tox,S1P4 antag,CHOP inh,NPY2 pot ag,NPY Y1 blocker,S1P4 ag
Cc1ccc(-n2nc(C)c3c(C)c(CCC(=O)Nc4ccc(CN5CCCC5)cc4)c(C)nc32)cc1,-3,-4,3,2,25,-10,-8,nt,-1.8
CC1CC(C)CN(C(=O)C2CCCN(S(=O)(=O)c3cnc[nH]3)C2)C1 (centres undefined),7,-6,1,1,4,25,-7,nt,-0.4
CCOc1ccccc1N(CC(=O)NC1CCCCC1)S(C)(=O)=O,-11,-8,5,0,-13,25,7,-3,2.0
Cc1ccc(/C=C/C(=O)N2CCCC(C)C2)cc1 (centres undefined),11,1,2,0,-22,32,5,-4,-0.4
CCOC(=O)CNC(=O)CSc1nc2cccnc2n1Cc1ccccc1,8,1,3,4,0,0,-11,-2,-0.1
CCOc1ccc(C2NC(=O)NC(C)=C2C(=O)OC)cc1C (centres undefined),9,9,7,5,-22,17,-14,-4,-2.6
CCn1cc(C(=O)O)c(=O)c2cnc(N3CCN(C(=S)NC(=O)c4ccccc4Cl)CC3)nc21,7,-16,0,1,-7,3,10,nt,-0.7
CCOC(=O)C(=CNNc1ccccc1)C(=O)OCC,45,-9,-3,-2,-1,-22,29,nt,-0.6
CCOC(=O)C1C(=O)C=C(c2ccc(OC)cc2)CC1c1ccco1 (centres undefined),-15,5,8,-1,8,18,-11,5,-2.4
Cc1cccc(-n2nnc(C(=O)NCc3ccc4c(c3)OCO4)c2N)c1,3,-15,1,2,-8,35,-2,7,2.4
COC(=O)N/N=C(/c1ccccc1)C1CCCCC1,4,-9,3,-4,-10,-3,-8,1,0.4
CCOC(=O)C1CCN(C(=O)c2cc3c(=O)n4ccccc4nc3n2C)CC1,-1,-2,2,-4,-6,11,-5,4,2.5
